Source: PubChem
M5 PAM: potentiates acetylcholine response at human M5 receptor; P08912; CHO-K1 hM5, Fluo-8 calcium, ACh EC20 PAM; 0% = ACh EC20, 100% = ACh EC100; activation, % at 3 µM; 0.3% of 360,000 active; AID 624038;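 active = activation above the run cutoff, the mean activation of all test compounds plus 3 SD, cut at about 18% in these data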
Target sequence (P08912 whole entry, looked up): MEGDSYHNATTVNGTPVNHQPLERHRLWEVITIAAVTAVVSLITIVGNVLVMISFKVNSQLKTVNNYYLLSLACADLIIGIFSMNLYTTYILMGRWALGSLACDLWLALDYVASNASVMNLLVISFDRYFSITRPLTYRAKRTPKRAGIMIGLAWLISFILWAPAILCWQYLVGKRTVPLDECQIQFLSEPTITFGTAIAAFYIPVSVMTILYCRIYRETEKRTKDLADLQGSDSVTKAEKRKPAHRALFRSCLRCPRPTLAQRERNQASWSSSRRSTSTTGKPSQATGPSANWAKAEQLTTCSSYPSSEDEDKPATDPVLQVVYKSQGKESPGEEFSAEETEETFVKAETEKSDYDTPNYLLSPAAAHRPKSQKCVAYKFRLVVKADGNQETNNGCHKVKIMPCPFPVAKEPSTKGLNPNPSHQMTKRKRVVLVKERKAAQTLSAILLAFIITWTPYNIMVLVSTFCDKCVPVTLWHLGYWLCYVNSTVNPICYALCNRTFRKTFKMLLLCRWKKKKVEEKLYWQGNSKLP
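System – CHO-K1 hM5 cells · Compound – 3 µM, single dose · Incubation – compound preincubation 140 s before EC20 acetylcholine addition · Technique – Fluo-8 calcium fluorescence · Measure – Max/basal fluorescence ratio as % of EC20–EC100 ACh window · Benchmarks – low control EC20 acetylcholine (0%), high control EC100 acetylcholine (100%) · Replication – singlicate, one well per test compound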
CHO-K1 Ca PAM: counter-screen for M1 PAMs: effect in parental CHO-K1 cells | ATP EC20, Fluo-8 calcium fluorescence; 0% at ATP EC20, 100% at ATP max | activation, % at 3 µM | 0.02% of 360,000 active;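 active = activation above the run cutoff, the mean activation of all test compounds plus 3 SD, cut at about 40% in these data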;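 note: peak over basal fluorescence ratio in a 140 s read after ATP addition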
CRFR2-BP ag: CRF-BP/CRF-R2 complex agonism. HEK293 CRF-R2/CRF-BP, calcium dye fluorescence (FLIPR); percent of saturating CRF peptide response. 0.46% of 350,000 active. AID 588473. activation, % at 13.2 µM;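 active = activation of at least 50%, plus an integration ratio under a set limit after plate pattern correction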;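 note: plate controls were neutral control wells without compound for no effect and CRF at EC100 for full effect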
CHRM5 antagonist: CHRM5 antagonism in calcium assay. 0.59% of 360,000 active. AID 624040. CHO-hM5 cells, Fluo-8 calcium fluorescence, ACh EC80. inhibition, % at 3 µM;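 active = inhibition above a per-plate cutoff, the mean of that plate's test compounds plus 3 SD, cut at about 27% in these data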;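 note: 0% = acetylcholine EC80 with DMSO and 100% = DMSO without agonist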
CRFBP-R2 block: CRF-BP/CRF-R2 complex antagonism | HEK293 CRF-R2/CRF-BP, CRF-induced calcium fluorescence | inhibition, % at 11.8 µM | 0.59% of 350,000 active | AID 588475;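 active = inhibition of the ligand-induced calcium signal above about 50% at the single tested concentration, limit read from the data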
TAAR1 antag: human TAAR1 antagonism; Q96RJ0; CHO RD-HGA16 TAAR1, Fluo-8 calcium fluorescence, antagonist; inhibition, % at 3 µM; 1.5% of 360,000 active;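 active = inhibition above a per-plate cutoff, the mean inhibition of test compounds on that plate plus 3 SD, cut at about 49% in these data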;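 note: 0% = DMSO plus EC80 beta-PEA response and 100% = DMSO alone without agonist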
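test system = CHO RD-HGA16 cells bearing hTAAR1 | replication = singlicate | controls = DMSO-only wells and EC80 β-PEA-stimulated wells | reagent = EC80 β-phenethylamine stimulus | read-out basis = percent inhibition of PEA-evoked calcium signal, max/basal emission ratio | schedule = seeding 17-24 h prior, 75-min 37 °C, 30-min RT dye loading | signal = kinetic Fluo-8 calcium fluorescence measurement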
M5 ag: agonists of human muscarinic M5 receptor (CHRM5); P08912; CHO-K1 hM5 cells, Fluo-8 calcium fluorescence; 0% DMSO wells, 100% maximal acetylcholine response; activation, % at 3 µM; 0.19% of 360,000 active;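 active = activation above the run's mean over test compounds plus 3 SD, cut at about 23% in these data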;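 note: signal is peak over basal fluorescence ratio across the kinetic read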
TAAR1 agonist: agonists of human TAAR1 | 0.99% of 360,000 active | activation, % at 3 µM | Q96RJ0 | AID 624467 | CHO RD-HGA16 TAAR1, Fluo-8 calcium fluorescence; vehicle wells 0%, saturating PEA agonist 100%;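 active = activation above the mean activation of all test compounds in the run plus 3 SD, cut at about 38% in these data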
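System: CHO-derived RD-HGA16 cells with stable Gα16 and human TAAR1 / Times: 17-24 h plating, Fluo-8 75 min 37 °C, 30 min RT / Technique: calcium-sensitive Fluo-8 signal, excitation 470-495, emission 515-575 nm / Measure: % activation relative to PEA EC100 response / Benchmarks: DMSO and PEA EC100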
CHRM4 PAM: CHRM4 positive allosteric modulation. P08173. CHO-K1 hM4/Gqi5, Fluo-8 calcium fluorescence, ACh EC20; 0% = ACh EC20, 100% = maximal ACh. activation, % at 3 µM. 0.4% of 360,000 active. AID 624126;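 active = activation above its plate's cutoff, the mean activation of sample wells plus 3 SD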; note: some results filed as inactive read as strong as hits
Target sequence (P08173 whole entry, looked up): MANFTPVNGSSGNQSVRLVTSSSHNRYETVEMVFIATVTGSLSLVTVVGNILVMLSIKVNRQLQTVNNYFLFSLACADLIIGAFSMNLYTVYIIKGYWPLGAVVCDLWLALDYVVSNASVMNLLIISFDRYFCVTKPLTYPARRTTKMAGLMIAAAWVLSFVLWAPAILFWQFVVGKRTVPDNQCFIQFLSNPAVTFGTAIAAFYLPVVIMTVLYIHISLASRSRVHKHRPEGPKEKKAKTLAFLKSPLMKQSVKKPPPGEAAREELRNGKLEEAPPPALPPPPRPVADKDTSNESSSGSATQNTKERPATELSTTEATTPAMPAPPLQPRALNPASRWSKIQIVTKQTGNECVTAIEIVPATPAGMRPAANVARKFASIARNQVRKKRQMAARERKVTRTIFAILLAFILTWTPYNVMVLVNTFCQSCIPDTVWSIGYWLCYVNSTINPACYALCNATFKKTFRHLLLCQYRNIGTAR
* marks the source's active call; other numbers are inactive results; nt = no result given.

SMILES	M5 PAM	CHO-K1 Ca PAM	CRFR2-BP ag	CHRM5 antagonist	CRFBP-R2 block	TAAR1 antag	M5 ag	TAAR1 agonist	CHRM4 PAM
C=CCOc1ccccc1CN(CCc1ccccc1)C(=O)c1cccc(S(C)(=O)=O)c1	-6	8	-1.1	8	4	33	2	6	-6
O=S(=O)(c1ccc(Cl)c(F)c1)N1CCC(c2nc(-c3ccncc3)no2)CC1	-3	-8	-0.6	4	-2	10	0	10	0
O=C1/C(=C/c2ccccc2[N+](=O)[O-])COc2ccccc21	-6	10	-0.4	6	-8	-4	-11	0	-9
CCOc1ccc(NS(=O)(=O)c2ccc(C(=O)NCC(c3ccco3)N3CCCCC3)cc2)cc1 (stereo not given)	1	14	15	1	-54	31	9	84*	-5
CCOC(=O)c1sc(-c2ccc(Cl)cc2Cl)nc1O	-1	7	1.2	13	2	-37	0	11	-2
O=C(CN(Cc1ccc(F)cc1)S(=O)(=O)c1ccccc1)N1CCCCC1	-5	5	-1.9	-2	4	2	-1	4	-4
CC(=O)c1cccc(NC(=O)C2CCCN(S(C)(=O)=O)C2)c1 (stereo not given)	12	9	-0.2	-24	10	-7	5	8	1
S=c1[nH]nc(-c2ccccc2Cl)n1/N=C/C=C/c1ccco1	-7	10	-0.1	1	0	5	-19	-2	-14
CN1CCN(CC(O)COCCOc2ccc(Br)cc2)CC1 (stereo not given)	0	24	-1.3	4	-8	5	-2	2	14
C=CCN1C(=O)c2ccc(C(=O)NCCc3ccc(F)cc3)cc2C1=O	-1	-2	-0.6	8	-1	-11	-1	2	-5
CN(C)c1ccnc(N(Cc2ccccc2)Cc2ccccc2)c1C#N	-7	19	0.1	14	-26	nt	-3	nt	-4
Cc1ccc(S(=O)(=O)Nc2ccccc2C(C(=O)OC(C)(C)C)C(=O)OC(C)(C)C)cc1	-7	nt	nt	-2	nt	18	-5	1	-11
CCOCCCNC(=O)c1ccc(CS(=O)(=O)Cc2ccc(C)cc2)o1	-2	27	-1.1	0	1	4	0	11	5
Cc1nc2c(S(=O)(=O)c3ccccc3)cnn2c(C)c1C	0	21	-0.8	8	-5	0	0	1	5
CN(C1CCCCC1)S(=O)(=O)c1cccc(C#N)c1	3	-13	-2.3	-23	-4	19	-3	4	5
Cc1c(Cl)c([N+](=O)[O-])nn1CCCC(=O)Nc1cccnc1	-2	0	-0.1	4	1	-20	-7	4	-8
CCCCC(CC)COC(=O)c1ccc(N(C)C)cc1 (stereo not given)	-3	-7	-1.6	0	12	-3	2	1	0
Cc1cc(C)cc(NC(=O)CN2CCN(C(=O)c3cccs3)CC2)c1	-19	4	-2.2	12	26	-7	3	1	-4
CC(=O)NC(c1cccc(F)c1)c1nc(-c2cnc3ccccc3c2)cs1 (stereo not given)	-1	17	nt	3	nt	-14	-1	0	-1
CCOC(=O)N1CCC(NC(=O)C(NS(=O)(=O)c2ccc3c(c2)CCN3C(C)=O)C(C)C)CC1 (stereo not given)	1	15	0.6	-3	11	-7	-6	10	-1
O=C(NNS(=O)(=O)c1ccc(F)cc1)c1ccc(S(=O)(=O)N2CCCCC2)cc1	-1	24	-4.0	-3	2	7	0	-1	1
Cc1ccc(Cn2ccc(NC(=O)c3nc4ncccn4n3)n2)cc1	-2	10	-0.5	6	-7	-5	-1	8	-2
OCC1(Cc2ccccc2)CCCN(Cc2ccc(-c3ccco3)cc2)C1 (stereo not given)	-9	11	2.3	13	-31	-15	-8	1	-26
N#Cc1c(/N=C/c2cccs2)sc2c1CCCCC2	2	10	-0.9	-1	-20	12	-4	6	0
CC(C)N(Cc1nc(-c2ccc3c(c2)OCO3)no1)CC1CCC(=O)N1 (stereo not given)	-4	10	-1.3	16	-2	-10	1	0	-2

Just M5 PAM, TAAR1 antag and CHRM5 antagonist (two entries from above):
Structure	M5 PAM	TAAR1 antag	CHRM5 antagonist
C=CCN1C(=O)c2ccc(C(=O)NCCc3ccc(F)cc3)cc2C1=O	-1	-11	8
CN(C)c1ccnc(N(Cc2ccccc2)Cc2ccccc2)c1C#N	-7	nt	14

(listing goes on)
SMILES	M5 PAM	CHO-K1 Ca PAM	CRFR2-BP ag	CHRM5 antagonist	CRFBP-R2 block	TAAR1 antag	M5 ag	TAAR1 agonist	CHRM4 PAM
COc1ccc(S(=O)(=O)Nc2cccc(N(C)S(C)(=O)=O)c2)cc1C	-9	4	-1.6	10	9	13	7	7	-7
CCOc1ccc(/C=N/NC(=O)c2cc3c(OC)cc(OC)c(OC)c3[nH]2)cc1	4	-25	-1.8	-1	7	26	-1	4	-2
COC(=O)c1ccccc1NC(=S)NC(=O)c1ccc2ccccc2c1	-6	1	3.1	9	-15	-4	-3	5	-1
Cc1cccc(OCCN2C(=O)C(=O)c3cccc(C)c32)c1	9	-2	6.6	-1	0	15	7	-1	9
O=C1c2ccccc2C(O)N1Cc1cccs1 (stereo not given)	3	26	-1.4	-4	-1	-4	1	6	8
Nc1nc(N2CCCCC2)c(C=O)c(N2CCCCC2)n1	5	0	1.1	-2	-14	-23	-11	1	-7
CCOC(=O)C1CCCN(Cc2nc(Cc3ccccc3Cl)no2)C1 (stereo not given)	7	3	-2.0	4	-4	8	0	2	7
Cc1cc(=O)[nH]c(Nc2ccc(N(C)C)cc2)n1	16	19	0.0	-11	14	9	8	3	-3
COc1ccc(CCCNC(=O)CC#N)cc1OC	-5	0	-0.4	3	6	-9	-2	3	-1
O=C(Nc1cccc(S(=O)(=O)Nc2ccc(Cl)cc2)c1)c1ccc2c(c1)OCCO2	-8	5	0.5	12	-23	28	2	31	-8
O=C(CCN1C(=O)/C(=C/c2ccccc2Cl)SC1=S)NNC(=O)c1cccnc1	-29	2	-0.1	18	-6	26	6	18	-49
CCOc1ccc(C2=C(C=C(C#N)C#N)C(c3ccccc3)c3ccccc3O2)cc1 (stereo not given)	-14	-8	-0.7	7	40	11	-5	6	-30
COc1ccc(-c2cn(CCO)c(-c3ccncc3)n2)cc1	13	13	-2.3	-8	14	19	1	4	8
O=C(/C=C/c1ccc(Cl)cc1Cl)Nc1cccc(S(=O)(=O)NC2=NCCCCC2)c1	-12	-5	-0.3	5	-17	7	-1	3	-12
COC(=O)c1ccc(N(C(=O)c2ccco2)C(C(=O)NC2CCCC2)c2ccco2)cc1 (stereo not given)	-3	3	0.2	1	-44	-3	0	10	8
Cc1ccc(NC(=O)CNC(=O)c2ccc(Oc3ccccc3)cc2)nc1	0	14	0.8	-7	-5	-37	2	-1	-1
O=C1C=C(NCCc2cc(Br)c(O)c(Br)c2)C(=O)c2ncccc21	-8	19	-1.7	9	2	-2	6	4	5
CSc1ccccc1N=CC1=C(O)CC(C)(C)CC1=O	-7	5	0.0	2	3	-3	4	7	-6
COc1ccc(S(=O)(=O)N2CC3CCCN3c3cc(C(F)(F)F)ccc32)cc1 (stereo not given)	-11	13	-1.0	-2	6	8	-9	3	-2
CCCCC(c1nnnn1CCOC)N1CCN(C)CC1 (stereo not given)	-6	16	0.3	-7	1	-8	-10	1	7
CCN1CCN(Cc2ccc(NC(=O)CC3Oc4ccc(C)cc4NC3=O)cc2)CC1 (stereo not given)	-7	1	-0.6	1	-7	-11	-5	1	-16
C=CCn1c(SCC(=O)Nc2cc3oc4ccccc4c3cc2OC)nnc1-c1cnccn1	-2	17	-1.1	5	-16	1	-5	4	3
Cc1ccc(CN2C3=NCCN3c3ccccc32)cc1	-1	23	-0.3	9	-7	-36	-13	4	-7
Cc1cc2ccccc2cc1C(=O)c1ccccc1	-4	13	-1.4	9	14	-5	-1	3	13
COc1ccc2nc(SCC(=O)N(C)C3CCCCC3)c(C#N)cc2c1	2	10	4.2	3	-10	12	-1	0	11
Additional records follow:
SMILES	M5 PAM	CHO-K1 Ca PAM	CRFR2-BP ag	CHRM5 antagonist	CRFBP-R2 block	TAAR1 antag	M5 ag	TAAR1 agonist	CHRM4 PAM
CC(C)C(NC(=O)c1c(F)cccc1F)C(=O)OCN1C(=O)c2ccccc2C1=O (stereo not given)	-2	7	-4.0	11	-14	1	8	13	1
CSc1ccccc1NC(=O)Nc1cccc(Cl)c1	-12	12	-0.6	6	5	4	-4	11	-7
O=c1[nH]ncc(N/N=C\c2ccc(O)cc2O)c1Cl	9	24	-1.8	4	-15	30	-4	73*	15
CCC(=O)c1ccc(OCC(=O)OCC(=O)c2cc(C)n(C)c2C)cc1	2	-7	-1.4	-3	14	-7	-2	0	8
CCN1C(=NCCc2ccc(Br)cc2)N[C@@H](c2ccccc2)[C@H](C(=O)OC)[C@H]1C	-4	4	1.0	14	-6	16	-10	1	-9
COc1ccc(Nc2nc(NCc3ccco3)nc(N/N=C/c3ccccc3F)n2)cc1	-6	-10	0.9	3	0	14	-3	0	-14
O=C(CCCCCn1c(=S)[nH]c2ccccc2c1=O)NCc1ccc2c(c1)OCO2	-1	16	-0.7	-7	2	-9	6	3	9
CCN(CC(=O)Nc1c(F)cccc1F)C(=O)c1ccc(N2C(=O)c3ccccc3C2=O)cc1	-5	2	0.1	2	-4	4	6	7	3
CCCNC(=O)C1(C)CCN1C(=O)Cc1ccc(C(C)(C)C)cc1 (stereo not given)	-2	24	nt	-1	nt	14	0	1	-1
COC(=O)[C@@]1(Cc2ccc(OC)cc2)[C@H]2c3cc(C(=O)N4CCCC4)n(Cc4cc(C)n(C)n4)c3C[C@H]2CN1C(=O)c1ccccc1	9	28	nt	-8	nt	-14	7	6	9
CCCSc1ccc([C@H]2N[C@@](Cc3ccccc3)(C(=O)OC)[C@H]3C(=O)N(C)C(=O)[C@@H]23)cc1	0	7	3.0	8	-14	14	3	14	-3
CNC(=S)N(Cc1cc2cc(C)ccc2n2nnnc12)CC(C)(C)CN(C)C	-1	21	-0.5	8	-7	-22	-6	0	8
N#CC1=C(C2CC2)CC(c2ccccc2)C(C#N)=C1N (stereo not given)	0	9	-1.8	1	0	10	-7	24	-2
CCN(CC)C(=O)CSc1nc(-c2cccs2)cc(-c2cccs2)c1C#N	-16	-11	0.3	4	-8	61*	-5	5	-4
C1CN=C(NC23CC4CC(CC(C4)C2)C3)C1	-13	-3	1.1	7	6	-7	-3	6	-16
Cc1cc(NS(=O)(=O)c2ccc(NC(=O)CCN3C(=O)c4ccccc4C3=O)cc2)no1	7	20	0.2	-6	12	nt	2	nt	3

Profiles, looked up by structure. Order of screens: M5 PAM	CHO-K1 Ca PAM	CRFR2-BP ag	CHRM5 antagonist	CRFBP-R2 block	TAAR1 antag	M5 ag	TAAR1 agonist	CHRM4 PAM
COC(=O)c1ccc(N(C(=O)c2ccco2)C(C(=O)NC2CCCC2)c2ccco2)cc1 (stereo not given) is entered as -3	3	0.2	1	-44	-3	0	10	8
CCOC(=O)c1sc(-c2ccc(Cl)cc2Cl)nc1O is entered as -1	7	1.2	13	2	-37	0	11	-2
O=C(CCCCCn1c(=S)[nH]c2ccccc2c1=O)NCc1ccc2c(c1)OCO2 is entered as -1	16	-0.7	-7	2	-9	6	3	9

Hits appear at their usual frequency. About 4.2% of those tested had a hit in this group.
